# Compound activity from PubChem.
# Pf apPOL inh = Pf-apPOL DNA polymerase inhibition; Recombinant Pf-apPOL, molecular beacon fluorescence, 1.5 h; inhibition, % at 10 µM; 210,000 compounds, 0.25% hits
# mHTT-CaM PPI inh = disrupts binding of mutant huntingtin to calmodulin | P42858 | 190,000 compounds, 3.6% hits | AlphaScreen His-mHTT/GST-CaM binding, luminescence | inhibition, % at 15 µM;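 note: 0% = both proteins with DMSO and 100% = one protein alone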
# Target sequence (P42858 whole entry, looked up, stated change not applied): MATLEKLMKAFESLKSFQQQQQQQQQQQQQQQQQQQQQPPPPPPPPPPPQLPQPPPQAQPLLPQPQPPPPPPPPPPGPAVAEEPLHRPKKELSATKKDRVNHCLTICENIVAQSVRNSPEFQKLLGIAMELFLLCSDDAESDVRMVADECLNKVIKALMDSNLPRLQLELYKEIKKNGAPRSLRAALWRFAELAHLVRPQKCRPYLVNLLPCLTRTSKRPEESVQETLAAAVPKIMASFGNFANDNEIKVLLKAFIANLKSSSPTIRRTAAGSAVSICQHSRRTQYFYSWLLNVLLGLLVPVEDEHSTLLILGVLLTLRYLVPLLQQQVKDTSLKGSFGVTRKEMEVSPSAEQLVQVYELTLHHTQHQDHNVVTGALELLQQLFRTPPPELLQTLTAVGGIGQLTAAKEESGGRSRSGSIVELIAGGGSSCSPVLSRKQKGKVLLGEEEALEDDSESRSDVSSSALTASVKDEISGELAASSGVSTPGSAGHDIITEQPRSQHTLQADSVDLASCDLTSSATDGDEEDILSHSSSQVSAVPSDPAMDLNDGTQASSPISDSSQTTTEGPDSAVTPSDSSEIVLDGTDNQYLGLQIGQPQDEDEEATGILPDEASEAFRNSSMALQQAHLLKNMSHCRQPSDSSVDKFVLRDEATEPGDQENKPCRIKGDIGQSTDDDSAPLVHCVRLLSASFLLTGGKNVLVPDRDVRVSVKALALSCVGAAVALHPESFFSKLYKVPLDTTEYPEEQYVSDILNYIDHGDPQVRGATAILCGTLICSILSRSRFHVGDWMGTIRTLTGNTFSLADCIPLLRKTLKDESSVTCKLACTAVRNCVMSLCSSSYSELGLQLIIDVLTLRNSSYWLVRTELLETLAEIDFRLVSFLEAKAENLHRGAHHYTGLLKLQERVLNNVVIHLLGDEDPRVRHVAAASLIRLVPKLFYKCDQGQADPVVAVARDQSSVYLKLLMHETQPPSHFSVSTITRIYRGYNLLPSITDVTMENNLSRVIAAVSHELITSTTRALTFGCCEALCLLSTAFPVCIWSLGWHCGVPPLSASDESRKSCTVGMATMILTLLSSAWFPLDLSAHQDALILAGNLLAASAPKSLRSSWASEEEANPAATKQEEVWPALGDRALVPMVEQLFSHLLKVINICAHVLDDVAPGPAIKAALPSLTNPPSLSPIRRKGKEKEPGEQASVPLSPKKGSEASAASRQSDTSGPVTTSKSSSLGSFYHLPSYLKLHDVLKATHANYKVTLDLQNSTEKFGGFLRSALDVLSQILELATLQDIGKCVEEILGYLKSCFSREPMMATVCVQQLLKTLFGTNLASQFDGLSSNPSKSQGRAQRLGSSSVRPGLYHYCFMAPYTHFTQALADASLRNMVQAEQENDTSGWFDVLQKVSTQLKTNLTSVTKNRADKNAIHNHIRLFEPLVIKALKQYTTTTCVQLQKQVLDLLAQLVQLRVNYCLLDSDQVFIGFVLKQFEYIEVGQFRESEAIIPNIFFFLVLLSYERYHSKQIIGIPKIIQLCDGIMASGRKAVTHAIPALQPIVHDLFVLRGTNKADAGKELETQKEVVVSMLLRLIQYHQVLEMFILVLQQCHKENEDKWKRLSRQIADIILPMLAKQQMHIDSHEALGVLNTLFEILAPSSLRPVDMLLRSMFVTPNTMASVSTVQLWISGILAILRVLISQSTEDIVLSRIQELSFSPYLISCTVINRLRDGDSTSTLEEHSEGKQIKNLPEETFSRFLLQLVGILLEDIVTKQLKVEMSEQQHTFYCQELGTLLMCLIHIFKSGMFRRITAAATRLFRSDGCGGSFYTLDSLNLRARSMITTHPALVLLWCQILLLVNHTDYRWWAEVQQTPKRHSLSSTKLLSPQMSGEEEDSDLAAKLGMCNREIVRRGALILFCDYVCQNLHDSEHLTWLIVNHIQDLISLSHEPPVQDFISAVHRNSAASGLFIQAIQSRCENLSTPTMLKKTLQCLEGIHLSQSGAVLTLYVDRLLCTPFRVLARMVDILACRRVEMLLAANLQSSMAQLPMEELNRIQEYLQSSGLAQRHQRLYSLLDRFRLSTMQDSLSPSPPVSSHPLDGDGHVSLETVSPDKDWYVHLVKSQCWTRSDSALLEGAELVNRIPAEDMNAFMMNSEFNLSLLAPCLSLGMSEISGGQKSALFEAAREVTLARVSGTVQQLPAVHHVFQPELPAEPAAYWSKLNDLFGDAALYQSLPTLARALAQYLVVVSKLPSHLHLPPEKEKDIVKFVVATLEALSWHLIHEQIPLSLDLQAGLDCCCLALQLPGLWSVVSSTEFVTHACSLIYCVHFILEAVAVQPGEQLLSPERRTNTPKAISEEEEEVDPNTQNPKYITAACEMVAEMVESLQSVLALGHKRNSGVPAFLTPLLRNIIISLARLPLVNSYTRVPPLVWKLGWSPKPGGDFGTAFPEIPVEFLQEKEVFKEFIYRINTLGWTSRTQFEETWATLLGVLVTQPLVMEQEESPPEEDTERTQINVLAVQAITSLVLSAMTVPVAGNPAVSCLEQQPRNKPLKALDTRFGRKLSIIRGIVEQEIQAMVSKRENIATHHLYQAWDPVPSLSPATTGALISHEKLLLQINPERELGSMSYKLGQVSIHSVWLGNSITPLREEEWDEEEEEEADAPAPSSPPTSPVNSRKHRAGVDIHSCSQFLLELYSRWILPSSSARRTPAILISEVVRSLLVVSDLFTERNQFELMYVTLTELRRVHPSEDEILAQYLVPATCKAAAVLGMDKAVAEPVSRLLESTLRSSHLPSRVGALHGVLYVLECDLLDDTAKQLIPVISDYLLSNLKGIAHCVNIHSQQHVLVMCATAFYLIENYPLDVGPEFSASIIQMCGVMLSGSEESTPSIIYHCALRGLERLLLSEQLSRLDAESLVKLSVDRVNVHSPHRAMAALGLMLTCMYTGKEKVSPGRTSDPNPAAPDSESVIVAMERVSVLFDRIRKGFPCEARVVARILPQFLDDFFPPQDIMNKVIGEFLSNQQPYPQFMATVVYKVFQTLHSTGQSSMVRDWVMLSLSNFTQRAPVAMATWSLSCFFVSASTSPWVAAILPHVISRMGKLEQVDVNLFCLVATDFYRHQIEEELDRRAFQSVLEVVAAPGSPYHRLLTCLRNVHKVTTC
# * marks the source's active call; other numbers are inactive results; · = no result given; & = joins results of further samples. Cut-off read from the data, not from the text of the source: active = inhibition above about 50%; inactive = the rest. Random draw from the library (roughly 3.7% active in at least one column).
cpd	Molecule	Pf apPOL inh	mHTT-CaM PPI inh
1	Fc1cccc(CN2CCc3nc(Nc4ccccc4F)ncc3C2)c1	-4.4	-5.5
2	O=C(Nc1ccc(Cl)cc1F)c1ccc([N+](=O)[O-])cc1Cl	2.4	7.0
3	CCCOc1ccc(S(=O)(=O)NCc2ccco2)cc1	-1.6	-3.4
4	Brc1ccc(CSc2nnc(-c3ccccc3)o2)cc1	-3.4	-11.0
5	O=C(Nc1cccc(-c2nc3ncccc3o2)c1)c1ccc(Br)o1	-8.5	18.2
6	Nc1ccc(S(=O)(=O)Nc2nccc(/C=C/c3ccccc3F)n2)cc1	-3.6&-29.3	26.0&0.4
7	CCOc1ccccc1NC(=O)c1ccc(F)c(S(=O)(=O)NC2CCCC2)c1	-4.9	3.0
8	O=C(CC1CCCC1)N1CCC(CCOCc2ccccc2)CC1	-4.4	-20.8
9	CC(C)C12CC3CC(CC(Br)(C3)C1)C2	3.8	·
10	CC(=O)c1c(C(C)=O)c(C)n(-c2ccc(C)c(N)c2)c1C	-9.3	4.4
11	COc1cccc(C(=O)O[C@H]2[C@H](Cc3ccccc3)NS(=O)(=O)[C@H]3C[C@@H]4C=C[C@]23O4)c1	-6.9	21.5
12	CCc1ccc(CNC(=O)C2CCCN(c3nccc(C)n3)C2)cc1 (configuration not stated)	-9.1	-1.9
13	COc1ccc(-c2cnoc2-c2ccc(O)cc2O)cc1OC	0.4	4.3
14	CCOc1ccc(N=c2scc(-c3ccc(Cl)s3)n2CCCO)cc1	-1.8	35.0
15	CCn1c(SCC(=O)c2ccccc2)nc2sc3c(c2c1=O)CC(C)(C)OC3	4.5	1.7
16	CN(CC(=O)N1CCc2ccccc21)S(=O)(=O)c1ccc2[nH]c3c(c2c1)CCCC3	-2.5	4.7
17	CC(CCc1ccccc1)NC(=O)Cn1cnc2c1c(=O)n(C)c(=O)n2C (configuration not stated)	-10.9	0.2
18	Nc1ccc(N2CCOCC2)c2nonc12	·	8.7
19	COc1ccc(-n2c(CCC(=O)O)ccc2-c2cccs2)c(OC)c1	7.9	55.0*
20	COc1cccc(C2=NOC(C(=O)Nc3cccc(C(C)=O)c3)C2)c1OC (configuration not stated)	-4.5	-0.8
21	O=C(Nc1ccc(OC(F)(F)F)cc1)OCc1cc(-c2ccc(Cl)cc2)oc1C(F)(F)F	-1.5	·
22	Cc1cccc(-c2noc(C3CCCN3S(=O)(=O)c3ccc(C)c(Cl)c3)n2)c1 (configuration not stated)	0.6	-8.4
23	COc1ccc(C(=O)Nc2c3c(nn2-c2ccc(F)cc2)CSC3)cc1OC	-3.4	41.0
24	CC(C)Oc1ccc(CNC(=O)c2cc3c(s2)CN(C2CC2)C3)cc1	-1.9	37.6

# Given field by field: entries from further up
19: COc1ccc(-n2c(CCC(=O)O)ccc2-c2cccs2)c(OC)c1
  Pf apPOL inh: 7.9
  mHTT-CaM PPI inh: 55.0*

20: COc1cccc(C2=NOC(C(=O)Nc3cccc(C(C)=O)c3)C2)c1OC (configuration not stated)
  Pf apPOL inh: -4.5
  mHTT-CaM PPI inh: -0.8

# (next part)
cpd	Molecule	Pf apPOL inh	mHTT-CaM PPI inh
25	CCCN1C(=O)CCc2c(C)ncnc21	-2.6	-9.2
26	Cc1cc(CNC(=O)c2cc(C)n(C)n2)c(C(F)(F)F)o1	-7.0	·
27	Cc1ccccc1NC(=O)c1c(O)c2cccnc2n(-c2ccccc2)c1=O	-2.4	-12.8
28	O=C(NCCc1nc(-c2ccccc2)cs1)NC1(c2ccccc2)CC1	-2.2	0.0
29	CCSc1nsc2nc(=O)c(C=C3C=Nc4ccccc43)c(N)n12	-6.0	9.0
30	CCc1ccccc1NC(=O)c1ccc(SC)cc1OC	0.8	-9.0
31	CCc1cc2c(=O)c(-c3nc4ccccc4s3)coc2c(CN2CCN(CCO)CC2)c1O	-7.1	5.5
32	C=CCN(CC=C)S(=O)(=O)c1ccc(OC)cc1	·	-23.2
33	COc1ccccc1NC(=O)N1CCN(c2cc(Oc3ccc(C)cc3)nc(C)n2)CC1	-9.2	-2.2
34	N#CN=C(N)CSc1nc(-c2ccccc2)cc(C(F)(F)F)c1C#N	-4.1	11.0
35	Nc1ccc2c(c1)C(=O)N(C1CCCCC1)C2=O	0.7	-41.9
36	C=C(C)Cc1c(C)[nH]n(S(=O)(=O)c2ccccc2)c1=O	-0.1	·

# Entries of single compounds, quoted from the list.
# `CCSc1nsc2nc(=O)c(C=C3C=Nc4ccccc43)c(N)n12` in the list: Pf apPOL inh = -6.0; mHTT-CaM PPI inh = 9.0
# `Cc1cc(CNC(=O)c2cc(C)n(C)n2)c(C(F)(F)F)o1` in the list: Pf apPOL inh = -7.0; mHTT-CaM PPI inh = ·
# `N#CN=C(N)CSc1nc(-c2ccccc2)cc(C(F)(F)F)c1C#N` in the list: Pf apPOL inh = -4.1; mHTT-CaM PPI inh = 11.0

# More records
cpd	Molecule	Pf apPOL inh	mHTT-CaM PPI inh
37	O=S(=O)(c1cccc(Cl)c1)N1CCN(Cc2noc3ccccc23)CC1	-2.0	-19.2
38	CC12CC(NC(=O)N1c1ccc(Cl)cc1)c1cc(Cl)ccc1O2 (configuration not stated)	-2.7	3.0
39	Fc1ccc(NC(=S)N2CCOCC2)cc1	·	-7.2
40	COc1cccc(CN2CCc3nc(N4CCN(C)CC4)ncc3C2)c1	-3.0	28.6
41	Cn1c(=O)c2c(nc(Oc3ccc(C(C)(C)C)cc3)n2C)n(C)c1=O	-2.3	3.0
42	Cc1ccc2nc(SCc3nc4ccccc4n3C)[nH]c2c1	-7.0&7.8	8.0&4.3
43	O=C(NCc1ccccn1)c1nnc(N2CCCCC2)c2ccccc12	-10.2	30.8
44	CN1CCN(C2Cc3ccccc3C2)CC1	6.0	-7.1
45	CCC(=O)Nc1cc(Cl)c(Cl)cc1Cl	3.9	-4.3
46	NCCNCCOc1ccc(OCc2ccccc2)cc1	-1.8	5.9
47	O=C(CSc1nnc(CNC(=O)c2c(F)cccc2Cl)o1)NCc1ccco1	-0.3	1.0
48	CCCCCCNC(=O)C(NC(=O)c1ccccc1)C12CC3CC(CC(C3)C1)C2 (configuration not stated)	-3.1	-3.2
49	CC1n2c(nc3ccccc32)S(=O)(=O)C(c2ccccc2)C1(C)O (configuration not stated)	·	-6.0
50	O=C(c1ccc(OC(F)(F)F)cc1)N1CCc2c(nc[nH]c2=O)C1	-1.4	-4.6
51	COc1ccc(/C=C2\SC(=O)N(Cc3ccc(Cl)cc3)C2=O)cc1	-1.9	6.0
52	Cc1nc(-c2ccncc2)nc2c1CC(=O)N2C1CCCCC1	4.2	0.6
53	O=C(O)c1cccc(N2C(=O)CSC2c2ccc(Cl)c(Cl)c2)c1 (configuration not stated)	-12.0	5.0
54	NC(=O)c1ccc(C(=O)N(C2CCCCC2)C2CCCCC2)cc1	-3.0	4.7
55	COc1ccc(NS(=O)(=O)c2ccc(NC(=O)c3ccccc3Cl)cc2)cc1	-1.0	3.9
56	COc1ccc(CNC(=O)c2cn(CC(C)C)c(=O)c3c2c2ccccc2n3C)cc1	-2.7	-3.0
57	N#Cc1sc2nc(C3CC3)cc(-c3ccccc3)c2c1N	1.2	-10.0
58	O=C(Nc1ccc(Cl)cc1)/C(=C\c1ccc2c(c1)OCO2)NC(=O)c1ccccc1Cl	-4.1	5.0
59	COc1cccc(Nc2ncc3c(n2)CCN(Cc2ccc(OC(C)C)cc2)C3)c1	-1.4	50.9*
60	COc1cc2ncnc(Nc3cccc(Br)c3)c2cc1OC	9.6	·

# Not a retest: four of the compounds above.
cpd	Molecule	Pf apPOL inh	mHTT-CaM PPI inh
57	N#Cc1sc2nc(C3CC3)cc(-c3ccccc3)c2c1N	1.2	-10.0
58	O=C(Nc1ccc(Cl)cc1)/C(=C\c1ccc2c(c1)OCO2)NC(=O)c1ccccc1Cl	-4.1	5.0
59	COc1cccc(Nc2ncc3c(n2)CCN(Cc2ccc(OC(C)C)cc2)C3)c1	-1.4	50.9*
60	COc1cc2ncnc(Nc3cccc(Br)c3)c2cc1OC	9.6	·

# The list goes on:
cpd	Molecule	Pf apPOL inh	mHTT-CaM PPI inh
61	O=[N+]([O-])c1cc(S(=O)(=O)C(F)(F)F)ccc1NCCCN1CCOCC1	1.1	-1.6
62	CCCn1cc(SCC(N)=O)c2ccccc21	0.7	-20.2
63	O=C(c1cccnc1)N1CCCC(c2nc(-c3ccc(F)cc3)n[nH]2)C1 (configuration not stated)	2.7	-4.3
64	CCCCN(CC)CCCNC(=O)c1cn(CC(C)C)c(=O)c2c1c1ccccc1n2C	-8.0	3.0
65	CC1(C)Cc2c(sc3nc(NN)n(-c4ccccc4)c(=O)c23)CO1	-8.9	29.7
66	Cc1ccc2c3c1C(=O)C(=O)N3C(C)(C)CC2(C)c1ccccc1 (configuration not stated)	-2.8	15.0
67	CC(C)(C)NC(=O)Cn1nnnc1-c1nonc1N	-10.9	-1.8
68	CN(C)S(=O)(=O)c1cccc(N2C(=O)CCC2=O)c1	-5.0	-2.2
69	CCOc1ccc(S(=O)(=O)NCC2CCN(Cc3ccco3)CC2)cc1F	-6.6	-3.5
70	C#CCCN([C@H](C(=O)OC)C(C)C)S(=O)(=O)c1ccc(F)cc1Br	-6.5	-37.5
71	CN1CCN(CCCCN2C(=O)c3ccccc3C2=O)CC1	-0.3	-21.1
72	Cc1cc(C)c2c(CN3CCC(C)CC3)cc(=O)oc2c1C	-4.1	-10.8
73	c1ccc(C2=NN3C(C2)c2ccccc2OC32CCCC2)cc1 (configuration not stated)	29.2	51.0*
74	O=C(NCC1(c2cccs2)CCOCC1)C12CC3CC(CC(C3)C1)C2	-8.5	9.0
75	CN1C(=O)CC(C(=O)O)SC1=Nc1ccc(Cl)cc1 (configuration not stated)	-2.0	-6.0
76	O=C(c1c[nH]c2ccc(S(=O)(=O)Nc3ccccc3F)cc2c1=O)N1CCCCC1	-35.6	0.0
77	COc1ccc(N(CC(=O)N2CCOCC2)S(=O)(=O)c2ccc(C)c([N+](=O)[O-])c2)cc1	0.4	14.8
78	CC(C)CCNC(=O)c1sc2cc3c(cc2c1Cl)OCO3	-0.5	-13.4
79	O=C(NCc1cccnc1)c1cc(-c2cccs2)nc2ccccc12	-1.9	-2.0
80	C=CCN1C(=O)/C(=C2\SC(N3CC(C)OC(C)C3)=NC2=O)c2cc(Br)ccc21 (configuration not stated)	·	54.1*
81	CCCC1c2cccn2CCN1C(=O)Nc1ccc(Br)cc1 (configuration not stated)	2.7	-6.2
82	O=C1NC(=O)c2c(NC(=O)c3coc4ccccc4c3=O)cccc21	2.2	3.0
83	O=C(CN1CCN(Cc2nc3ccccc3[nH]2)CC1)NCc1ccco1	-2.0	-3.2
84	Cc1noc(C)c1C(=O)ON=C(N)Cn1ccc(C(F)(F)F)n1	-11.7	·

# Exported field by field: four of the compounds above.
(23) COc1ccc(C(=O)Nc2c3c(nn2-c2ccc(F)cc2)CSC3)cc1OC
  Pf apPOL inh: -3.4; mHTT-CaM PPI inh: 41.0
(24) CC(C)Oc1ccc(CNC(=O)c2cc3c(s2)CN(C2CC2)C3)cc1
  Pf apPOL inh: -1.9; mHTT-CaM PPI inh: 37.6
(25) CCCN1C(=O)CCc2c(C)ncnc21
  Pf apPOL inh: -2.6; mHTT-CaM PPI inh: -9.2
(26) Cc1cc(CNC(=O)c2cc(C)n(C)n2)c(C(F)(F)F)o1
  Pf apPOL inh: -7.0; mHTT-CaM PPI inh: ·

# (further entries)
cpd	Molecule	Pf apPOL inh	mHTT-CaM PPI inh
85	O=c1ccc(-c2nc(-c3cccc(Cl)c3)no2)cn1Cc1ccncc1	-5.5	-1.0
86	COc1cccc(CNC(=O)C2(C)Cc3ccccc3C(=O)N2C(C)C)c1 (configuration not stated)	2.3	-8.2
87	CCN(CC)c1ccc(/C=C2/C(=O)N(c3nc(-c4ccccc4O)cs3)N=C2C)cc1	-6.5	13.0
88	CC1=NN(c2nc(-c3ccc(Cl)cc3)cs2)C(=O)/C1=C/c1ccc(N(C)C)cc1	-0.9	34.0
89	CCCCNc1c([N+](=O)[O-])c(=O)sc2ccccc12	-1.3	-1.0
90	O=C(Nc1cccc([N+](=O)[O-])c1)c1ccc2c(c1)C(=O)N(N1C(=O)c3ccccc3C1=O)C2=O	-2.5	10.2
91	O=C(Nc1ccccc1)c1cccc2c1-c1ccccc1C2=O	-2.8	·
92	Cc1cccc(-c2nnc(NC(=O)c3ccno3)o2)n1	6.2	-15.3
93	COc1ccc(-n2nc3c(c2NC(=O)c2cc(Br)ccc2Cl)CSC3)cc1	-2.8	25.0
94	CCCCCc1ccc(S(=O)(=O)NCc2nc(-c3ccc(C(F)(F)F)cc3)no2)cc1	3.9&-0.5	·
95	Cc1ccccc1C(=O)Nc1cccc(N=Cc2ccc([N+](=O)[O-])cc2)c1	1.3	16.0
96	CCc1ccccc1NC(=O)c1ccc(-c2ncccc2NC(C)=O)cc1	25.8	7.5
97	Oc1c(C(Nc2ccccn2)c2cccnc2)ccc2cccnc12 (configuration not stated)	-1.2	100.0*
98	CCN(CC)C(=O)c1cc(Br)c(C)c(C)c1C	-5.0	-5.9
99	COCc1nn(CC2CC2)c2c1CN(C(=O)c1ccccc1OC)CC2	4.7	-0.6
100	Cc1cc(SCC(=O)Nc2ccc(F)cc2)nc2ccccc12	4.5&4.1	-1.0&-1.5
101	CCCN1C(=O)Cc2cc(C(=O)N3CCN(c4ccccn4)CC3)ccc21	-3.0	4.5
102	CC1CCN(c2nnc(C(=O)N3CCCC3)c3ccccc23)CC1	-0.3	6.2
103	CC(C)(C)OC(=O)N1CCCN(C(=O)c2ccc([N+](=O)[O-])cc2)CC1	6.7	·
104	O=C(O)c1cnn2c(C(F)(F)F)cc(-c3ccc(F)cc3)nc12	-2.6	-8.1
